# High-throughput results from PubChem BioAssay.
# MEX-5 binding: C. elegans MEX-5 TCR-2 RNA binding activity; Q9XUB2; MEX-5/FITC-TCR2 RNA binding, fluorescence polarization; stronger effect = lower value; activity score (negative = inhibition of binding), % at 10 µM; 0.38% of 300,000 active; AID 1832;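 active means inhibition past about -25% in most replicates, and total fluorescence under double the plate's negative control median, limit read from the data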;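 further: 0% = DMSO and -100% = 5 µM competing unlabeled TCR2 RNA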
# Target sequence (Q9XUB2 whole entry, looked up): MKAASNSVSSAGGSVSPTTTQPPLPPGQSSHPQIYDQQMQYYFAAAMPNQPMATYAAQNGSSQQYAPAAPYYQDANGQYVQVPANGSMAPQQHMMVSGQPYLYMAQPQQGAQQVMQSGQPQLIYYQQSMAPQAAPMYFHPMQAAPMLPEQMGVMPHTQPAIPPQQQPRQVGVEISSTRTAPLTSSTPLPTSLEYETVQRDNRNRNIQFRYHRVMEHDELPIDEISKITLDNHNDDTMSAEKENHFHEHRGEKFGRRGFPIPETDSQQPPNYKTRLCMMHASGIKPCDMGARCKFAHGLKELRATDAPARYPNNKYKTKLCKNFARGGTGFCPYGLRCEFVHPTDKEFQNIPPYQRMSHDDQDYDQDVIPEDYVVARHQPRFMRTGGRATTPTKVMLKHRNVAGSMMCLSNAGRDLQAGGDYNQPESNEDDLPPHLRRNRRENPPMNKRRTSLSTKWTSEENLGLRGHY
# PME-1 inh: PME-1 (human) inhibition. AID 2130. Q9Y570. 0.53% of 320,000 active. recombinant PME-1, FP-Rh probe fluorescence polarization. inhibition, % at 5.9 µM;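 active means inhibition above the campaign mean of all compounds plus 3 SD, cut at about 26% in these data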;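 further: competitive labeling of PME-1 active site by serine hydrolase directed probe; 0% = PME-1 with DMSO and 100% = wells lacking PME-1 enzyme; inhibitors block probe labeling so polarization falls and inhibition rises; many of its hits are not listed in these tables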
# Fam108B inh: Fam108B inhibition, counter-screen for RBBP9 inhibitors. recombinant Fam108B, FP-Rh probe fluorescence polarization. inhibition, % at 9.51 µM. 0.33% of 300,000 active. AID 1947;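 active means inhibition above the screen mean inhibition plus 3 SD, computed separately per campaign, cut at about 18% in these data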;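 further: inhibitors lower polarization as less probe binds the enzyme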
# GLD-1 RNA inh: GLD-1-TGE RNA interaction inhibition (C. elegans). inhibition, % at 5.96 µM. Q17339. purified GLD-1 + fluorescein TGE RNA, fluorescence polarization. 0.44% of 320,000 active;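 active means percent inhibition above a per-plate cutoff, the plate mean of test compounds plus 3 SD, cut at about 30% in these data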;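 further: 0% = DMSO wells with GLD-1 and probe and 100% = wells lacking GLD-1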
# MCL1 BIM primary: MCL1-BIM-BH3 interaction inhibition (human); 0.68% of 320,000 active; GST-MCL1 / FITC-Bim-BH3 fluorescence polarization; inhibition, % at 10.9 µM;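 active means inhibition above the mean inhibition of all tested compounds plus 3 SD, set per campaign, cut at about 40% in these data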;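 further: 0% = DMSO wells and 100% = unlabeled Bim-BH3 peptide control; higher means more loss of mP so more displacement of Bim peptide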
# PAD4 FP inh: PAD4 (human) enzyme inhibition | Q9UM07 | recombinant PAD4, RCA probe fluorescence polarization | inhibition, % at 6.36 µM | 0.41% of 330,000 active | AID 485272;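 active means percent inhibition above a cutoff equal to the mean of all tested compounds plus 3 SD, cut at about 15% in these data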;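 further: 0% = PAD4 with RCA probe and DMSO and 100% = probe without PAD4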
# BCLXL inh: inhibitors of human Bcl-xL. AID 2129. inhibition, % at 10.9 µM. GST-Bcl-xL / FITC-Bim BH3 peptide fluorescence polarization. 0.7% of 320,000 active. Q07817;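 active means inhibition above the mean of all tested compounds plus 3 SD, cutoff set per campaign, cut at about 30% in these data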;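 further: 0% = DMSO wells and 100% = unlabeled Bim-BH3 peptide competitor; inhibitors lower millipolarization by displacing the labeled peptide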
# Target sequence (Q07817 whole entry, looked up): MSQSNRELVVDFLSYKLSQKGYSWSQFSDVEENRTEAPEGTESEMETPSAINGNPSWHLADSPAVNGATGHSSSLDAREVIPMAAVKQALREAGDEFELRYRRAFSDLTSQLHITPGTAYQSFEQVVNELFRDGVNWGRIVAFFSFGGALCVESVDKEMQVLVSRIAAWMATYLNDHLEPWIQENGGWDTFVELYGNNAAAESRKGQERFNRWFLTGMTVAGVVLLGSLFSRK
# TPT1 inh: C. albicans TPT1 enzyme inhibition. inhibition, % at 5 µM. AID 1962. recombinant caTPT1, FP RNA substrate dephosphorylation. 0.81% of 300,000 active;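 active means inhibition above the mean of all tested compounds plus 3 SD, set per screening campaign, cut at about 24% in these data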;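 further: plate controls were DMSO alone for no effect and ferristatin control at 100 nM for full effect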
# GSTO1 inh: GSTO1 inhibition, counter-screen for RBBP9 inhibitors | P78417 | inhibition, % at 5.96 µM | recombinant GSTO1, activity-based probe fluorescence polarization | 1.1% of 300,000 active | AID 1974;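 active means inhibition above the campaign mean inhibition plus 3 SD, cut at about 35% in these data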;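 further: 0% = GSTO1-1 with DMSO and 100% = wells lacking GSTO1-1 enzyme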
# Target sequence (P78417 whole entry, looked up): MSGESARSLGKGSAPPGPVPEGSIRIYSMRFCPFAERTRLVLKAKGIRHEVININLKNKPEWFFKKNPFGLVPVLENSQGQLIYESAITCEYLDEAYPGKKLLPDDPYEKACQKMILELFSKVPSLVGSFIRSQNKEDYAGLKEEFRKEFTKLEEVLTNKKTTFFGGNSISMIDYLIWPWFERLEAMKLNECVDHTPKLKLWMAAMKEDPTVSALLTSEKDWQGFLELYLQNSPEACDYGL
# Active calls of the source: *; . = no result given. This is a subset; rates above refer to the full screens.
# The opening two records, ahead of the listing:
SMILES,MEX-5 binding,PME-1 inh,Fam108B inh,GLD-1 RNA inh,MCL1 BIM primary,PAD4 FP inh,BCLXL inh,TPT1 inh,GSTO1 inh
CSc1nc(N(C)C)c2ccccc2n1,-5.9,-2,2,2,-5,3,4,3,7
COc1cccc(C2CCCN2Cc2nc(CC3CC3)no2)c1 (configuration not stated),1.0,-4,-1,-15,6,-3,6,0,2

# Results, previewed entries included:
SMILES,MEX-5 binding,PME-1 inh,Fam108B inh,GLD-1 RNA inh,MCL1 BIM primary,PAD4 FP inh,BCLXL inh,TPT1 inh,GSTO1 inh
CSc1nc(N(C)C)c2ccccc2n1,-5.9,-2,2,2,-5,3,4,3,7
COc1cccc(C2CCCN2Cc2nc(CC3CC3)no2)c1 (configuration not stated),1.0,-4,-1,-15,6,-3,6,0,2
COc1ccc(C(NC(=O)/C=C/c2ccco2)c2ccc(OC)c(OC)c2)cc1 (configuration not stated),0.1,-12,-4,-7,7,1,5,10,-8
O=C(NCc1cccnc1)c1nc(-c2ccc(C(F)(F)F)cc2)no1,-2.5,2,0,2,5,-1,6,-3,2
COC(=O)c1c(C(=O)OC)c(-c2cccc(C)c2)n2c1CS(=O)C2 (configuration not stated),1.8,-2,2,-6,-2,-3,4,-3,1
CSc1nnc(-c2cccn(Cc3ccccc3)c2=O)o1,2.5,-7,-3,4,-10,-5,0,2,8
CCOC(=O)c1c(-c2ccc(C)c(C)c2)csc1NC(=O)C1CC=CCC1C(=O)O (configuration not stated),0.9,-3,-3,4,-2,-4,7,-2,-10
COc1ccc(CN2CCN(Cc3cc4ccccc4o3)CC2CCO)cc1C (configuration not stated),-0.4,-1,1,0,3,-2,4,-3,2
COc1ccc(C(=O)NC2CC2)cc1OC1CCN(Cc2ccc(F)cc2Cl)CC1,-1.3,4,6,-3,1,0,2,2,0
CC(C)(C)c1ccc(S(=O)(=O)Nc2ccccn2)cc1,1.3,-3,0,-4,-7,-3,1,0,6
NC(=O)COC(=O)/C=C/c1ccccc1[N+](=O)[O-],0.4,1,-2,3,-1,-2,5,2,-3
COc1ccc(-c2cc(C(F)(F)F)nc(SCC(=O)NCCCN3CCOCC3)n2)cc1,-0.7,9,3,-3,-5,0,2,3,-2
C=CCN1C(=O)C2(/C(=C(\O)c3ccc4c(c3)OCCO4)C(=O)C(=O)N2CCCOC)c2ccccc21 (configuration not stated),1.5,3,1,3,3,-1,-5,2,3
COc1cc(OC)c(CN2CCC(CO)(CCOc3ccccc3)CC2)c(OC)c1,0.0,-1,1,4,4,-1,3,-3,5
Cc1ccccc1NC(=O)N1CCc2ccccc2C1,2.6,5,1,1,3,-1,-2,-1,-8
Cc1cc(C)nc(N/C(=N\S(=O)(=O)Cc2ccccc2)Nc2ccc(F)c(Cl)c2)n1,-0.2,-4,1,-3,1,-5,0,1,1
COc1ccc(C(=O)CN(CCC(=O)O)S(=O)(=O)c2ccc([N+](=O)[O-])cc2)cc1,.,5,-4,4,2,5,5,0,4
N/C(=N\OC(=O)Cc1ccccc1[N+](=O)[O-])c1ccncc1,-0.7,2,4,4,-17,-4,-4,2,2
CC(OC(=O)c1ccccn1)C(=O)Nc1ccc(C(F)(F)F)cc1 (configuration not stated),.,3,.,-8,-4,6,2,.,.
O=C(CCCCCNC(=O)c1ccccc1)C[N+](=O)[O-],-3.0,0,1,-13,-6,2,-3,0,2
CCCCc1ccc(NC(=O)COc2ccc(C(=O)Nc3ccccc3OC)cc2)cc1,-1.4,1,-2,4,1,-5,3,-2,-2
O=S1(=O)N=C(Nc2ccc(N3CCOCC3)c(Cl)c2)c2ccccc21,0.7,3,-1,-4,3,-4,6,-3,-1
CC(NC(=O)Nc1ccc(F)cc1F)c1ccc2c(c1)OCO2 (configuration not stated),-0.8,5,3,3,4,-3,2,2,1
Cc1ccc(C)c(NC(=O)COC(=O)CCc2ccc(S(=O)(=O)N3CCOCC3)cc2)c1,3.6,3,0,5,7,3,7,-5,3
Nn1nnc2ccccc21,1.8,0,-3,3,6,5,6,-4,5
COCOc1cc(O)c2c(=O)c(OCOC)c(-c3ccc(OCOC)c(OCOC)c3)oc2c1,3.6,6,0,1,5,5,1,2,11
Cc1ccc(NC(=O)COC(=O)CCC(=O)c2ccc(Cl)cc2)cc1S(=O)(=O)N(C)C,2.0,6,1,-1,-1,-3,2,1,2
CCN(C(=O)c1cnc(OC)cc1C(F)(F)F)c1ccc(Cl)cc1,-1.6,5,1,4,4,-1,2,-2,-1
O=C(OC(C(=O)NCc1ccco1)C(OC(=O)c1ccccc1)C(=O)NCc1ccco1)c1ccccc1 (configuration not stated),-0.5,-5,10,-4,3,-2,7,-2,-9
COC(=O)c1c(NC(=O)c2ccco2)sc(C(=O)N(C)C)c1C,-1.5,-8,0,-2,11,19*,8,3,11
COc1ccc(C(=O)NNC(=S)NC(=O)/C=C/c2cccs2)cc1,1.2,4,4,6,7,-1,6,-6,11
COc1cccc(CC(=O)N(CCC2=CCCCC2)c2c(N)n(Cc3ccccc3)c(=O)[nH]c2=O)c1,1.0,-1,-1,-2,-20,-2,-10,2,-1
Cc1cc(C)c(N(C(=O)c2csnn2)C(C(=O)NC2CCCC2)c2ccncc2)c(C)c1 (configuration not stated),0.6,-3,0,-2,4,-3,5,0,4
CCCCC(=O)Nc1ccccc1C(C)C,-2.5,-4,-2,4,2,-1,-2,1,9
COC(C[C@@H]1O[C@@H]1[C@H](O)COCc1ccccc1)OC,.,-4,.,6,4,5,0,.,.
COc1ccc(-c2[nH]ncc2CN2CCC(OCc3ccccc3)CC2)c(F)c1,4.7,2,3,3,7,-3,2,3,8
CCN(CC)S(=O)(=O)c1ccc(C(=O)NCC2(N3CCOCC3)CCCCC2)cc1,.,-3,.,1,-4,2,-1,.,.
O=S1(=O)CCOC[C@H](CC2CCCCC2)N1Cc1ccccc1F,0.5,-8,1,3,12,3,9,-1,10
Nc1c(-c2ccccc2)cnn1-c1ccc(C(=O)O)cc1,1.8,2,3,1,3,1,3,-1,3
O=c1nc(N2CCOCC2)nc(N/N=C/c2ccc3c(c2)OCO3)[nH]1,-0.5,-5,-2,4,5,-5,3,-2,-14
NS(=O)(=O)c1ccc(CCNS(=O)(=O)Cc2ccc(Cl)cc2)cc1,-1.8,-1,-2,5,-4,-1,10,2,0
COc1ccc(C(C(=O)NCc2ccccc2)N(C(=O)c2snc(C(N)=O)c2N)C2CCCC2)cc1 (configuration not stated),-2.0,-1,-5,2,6,0,7,-2,1
O=C1NC2(CCSC2)C(=O)N1CC(=O)N(Cc1ccccc1)C1CCS(=O)(=O)C1 (configuration not stated),-2.7,-2,-1,4,-10,1,-12,1,9
COCCN(C(=O)c1ccccc1Oc1ccccc1)c1c(N)n(CC(C)C)c(=O)[nH]c1=O,.,0,.,-1,-1,1,-4,.,.
CN(C)S(=O)(=O)c1ccc(C(=O)Nc2nnc(-c3cccs3)o2)cc1,0.4,8,0,-4,4,3,1,-1,-7
COc1cccc(/C=N/NC(=O)CCC(=O)Nc2ccc(Br)cc2)c1,-0.6,-12,-9,5,-1,3,0,4,0
O=C(CCN1CCc2ccccc2C(O)(c2ccccc2)C1)c1ccc2c(c1)OCCO2 (configuration not stated),0.7,0,-3,9,13,-2,2,-2,-2
CCn1ccnc1CN(C)C(=O)C1CCC(=O)N(Cc2cccc(F)c2)C1 (configuration not stated),-4.0,0,-7,1,-3,2,-1,-5,-6
O=C(COC(=O)COc1ccccc1[N+](=O)[O-])Nc1ccccc1Br,0.9,-2,2,2,8,-2,5,-1,1
Cc1ccc(C(=O)Nc2ncccc2C)cc1S(=O)(=O)N1CCCCC1,0.6,1,-3,4,3,3,-3,1,1
CC(=O)N1CCOc2ccc(S(=O)(=O)N(C)c3ccc(C)cc3)cc21,-1.8,2,-3,-3,-6,-9,0,-2,2
COc1ccccc1CCNC(=O)CSc1nnc2ccc(-c3cccnc3)nn12,0.9,-7,5,-6,-3,-5,1,1,-4
O=C(NC(=S)Nc1ccc(S(=O)(=O)Nc2nccs2)cc1)c1cccc(F)c1,-2.2,4,8,0,23,-3,13,-5,12
COc1ccccc1-n1cnc2cc(C(=O)NCc3ccco3)ccc21,-1.5,-7,-1,8,1,2,5,7,13
O=C(NC1CCCCNC1=O)c1ccc(Cl)cc1 (configuration not stated),0.3,-1,0,0,2,-3,3,4,3
CN(C(=O)NC1CC(=O)N(c2ccc3c(c2)OCCO3)C1)c1ccccc1 (configuration not stated),-0.6,5,7,7,-3,0,3,0,-1
O=C(NNc1cccc([N+](=O)[O-])c1)/C(=C\c1cccnc1)NC(=O)c1ccccc1,-0.4,4,3,-6,-1,0,1,2,8
O=C(Nc1cccc(O)c1)C1CC(c2ccc(Cl)cc2)=NO1 (configuration not stated),0.4,-7,-4,6,-4,-3,1,1,-4
CCn1cc(C(=O)O)c(=O)c2cc(F)c(N3CCN(C(=S)NC(=O)c4ccccc4Cl)CC3)cc21,-0.2,-3,1,0,13,-4,9,-2,3
CCN(CCO)c1ncnc2c1sc1nc(C(C)C)c3c(c12)CC(C)(C)OC3,-5.4,-8,-2,2,1,1,-1,3,-6

# Other results:
SMILES,MEX-5 binding,PME-1 inh,Fam108B inh,GLD-1 RNA inh,MCL1 BIM primary,PAD4 FP inh,BCLXL inh,TPT1 inh,GSTO1 inh
COc1ccc(C(=O)N2CCCC(c3nc(-c4cccs4)no3)C2)cc1OC (configuration not stated),-0.4,5,1,0,-1,-3,-1,-1,-5
CCC(=O)Nc1ccc(NC(=O)c2ccccc2)nc1,-2.4,4,2,5,2,-4,8,-3,4
O=C(Nc1sc2c(c1C(=O)O)CCCC2)c1ccccc1Cl,-2.9,-4,3,17,-4,-2,3,0,-48
Cc1ccc(C)c(S(=O)(=O)N2CCN(C(=O)c3ccc(-n4cncn4)c([N+](=O)[O-])c3)CC2)c1,-0.2,4,-1,-4,-3,0,5,-4,4
CCNc1nc(-c2ccc(OC(F)F)cc2)c(C)s1,0.7,-2,-1,4,5,1,-5,2,-5
CCCc1nnc(NC(=O)c2nc(S(=O)(=O)Cc3ccc(C)cc3)ncc2Cl)s1,0.3,-8,-1,7,14,0,5,-6,-10
Cc1ccc(NC(=O)c2ccc(N3CCOCC3)c([N+](=O)[O-])c2)cc1S(=O)(=O)N1CCOCC1,-0.4,2,-2,-9,-17,-1,-4,1,5
CCOC(=O)N1CCN(C(=O)Cn2cnc3ccccc3c2=O)CC1,-1.8,-6,2,3,-9,0,-3,-1,0
c1ccc(OCc2nnc3n2CCCCC3)cc1,-2.9,-4,4,9,6,-4,7,0,11
COc1ccc(NC(=O)CN2C(=O)COc3ccc(S(=O)(=O)N4CCCCC4)cc32)cc1OC,-3.7,5,2,5,0,4,1,-3,4
Cc1ccc(C(=O)OCC(=O)Nc2sc3c(c2C#N)CCCCC3)cc1NC(=O)c1ccco1,1.9,-26,-20,7,-12,0,-8,3,-27
Cc1nc2c(C)cccn2c(=O)c1NC(=O)c1ccc2c(c1)OCO2,-0.4,0,-2,-2,-5,-4,1,1,2
CCOC(=O)C1=C(C)C2C3C(=O)N(c4cc(C)ccc4C)C(=O)C3C1(C)C1C(=O)N(c3cc(C)ccc3C)C(=O)C21 (configuration not stated),-1.5,-15,-6,5,2,-5,2,-1,4
CS(=O)(=O)N1CCCC(C(=O)NCc2cccs2)C1 (configuration not stated),-0.9,3,-1,9,7,2,8,-1,0
COc1ccc(CN2CNc3nc4ccccc4n3C2)cc1,-1.4,0,-3,-2,-1,3,1,3,5
